Bioassay records as filed in PubChem BioAssay.
RTF Ca sens inh = cardiac RTF calcium desensitization; P19429+P45379; inhibition, % at 7.15 µM; IANBD-labeled cardiac RTF, Ca2+ fluorescence; AID 493244; 340,000 tested, 0.12% active;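 active means inhibition above the mean inhibition of all tested compounds plus 3 SD, cut at about 17% in these data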;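 further: assay run at fixed EC70 calcium of 1.6 mM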
CAL PDZ FP = CAL PDZ (human) peptide binding inhibition; Q9HD26; purified CAL PDZ, TMR-peptide fluorescence polarization, 1 h; AID 602252; inhibition, % at 24.9 µM; 300,000 tested, 0.92% active;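 active means mean inhibition of at least 30% with at least half of replicates also reaching 30%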;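 further: 0% = DMSO neutral control and 100% = excess unlabeled competitor peptide PRC23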
Keap1-Nrf2 PPI = inhibitors of human Keap1-Nrf2 protein-protein interaction | Q14145 | Keap1 Kelch-Nrf2 peptide fluorescence polarization, 1536-well | inhibition, % at 9.4 µM | 340,000 tested, 0.15% active; in the data active means inhibition above about 12%;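 further: human Keap1 Kelch domain with fluorescein labeled Nrf2 9mer peptide probe; 0% = neutral control wells and 100% = peptide positive control; higher means more block of Keap1 binding to Nrf2 peptide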
Target sequence (Q14145 whole entry, looked up, the tested form may be a part): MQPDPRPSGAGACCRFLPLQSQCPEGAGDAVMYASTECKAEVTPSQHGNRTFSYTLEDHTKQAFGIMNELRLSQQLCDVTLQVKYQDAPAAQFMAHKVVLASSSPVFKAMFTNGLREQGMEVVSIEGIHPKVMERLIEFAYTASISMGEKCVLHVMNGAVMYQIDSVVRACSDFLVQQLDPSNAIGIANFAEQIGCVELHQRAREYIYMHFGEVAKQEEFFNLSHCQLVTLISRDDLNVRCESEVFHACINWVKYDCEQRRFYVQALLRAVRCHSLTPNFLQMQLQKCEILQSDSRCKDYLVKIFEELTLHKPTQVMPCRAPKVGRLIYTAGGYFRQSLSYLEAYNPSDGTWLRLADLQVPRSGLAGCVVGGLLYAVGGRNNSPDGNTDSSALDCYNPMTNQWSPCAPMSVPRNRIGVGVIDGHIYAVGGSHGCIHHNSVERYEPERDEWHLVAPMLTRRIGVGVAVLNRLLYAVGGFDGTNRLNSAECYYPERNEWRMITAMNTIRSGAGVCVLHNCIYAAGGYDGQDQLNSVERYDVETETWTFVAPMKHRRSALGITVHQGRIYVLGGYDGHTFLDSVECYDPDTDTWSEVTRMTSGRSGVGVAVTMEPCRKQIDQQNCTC
MOR-DOR ag = OPRM1-OPRD1 heterodimerization agonism | AID 504326 | 340,000 tested, 0.3% active | activation, % at 9.3 µM | cells, luminescence; in the data active means activation above about 18%;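 further: 0% = vehicle-treated cells and 100% = reference agonist; values of inactives mirror those of a sister screen read the other way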
HTR5A inv ctr = HTR5A inverse agonism, opioid heterodimer counter-screen; HTR5A cell line, luminescence; inhibition, % at 9.3 µM; AID 504634; P47898; 340,000 tested, 0.083% active; in the data active means inhibition mostly above about 23%, no sharp cut-off; inactive means mostly below about 18%;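 further: 0% = cells with DMSO and 100% = no-cell wells with DMSO; some compounds called inactive have numbers as strong as hits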
Target sequence (P47898 whole entry, looked up): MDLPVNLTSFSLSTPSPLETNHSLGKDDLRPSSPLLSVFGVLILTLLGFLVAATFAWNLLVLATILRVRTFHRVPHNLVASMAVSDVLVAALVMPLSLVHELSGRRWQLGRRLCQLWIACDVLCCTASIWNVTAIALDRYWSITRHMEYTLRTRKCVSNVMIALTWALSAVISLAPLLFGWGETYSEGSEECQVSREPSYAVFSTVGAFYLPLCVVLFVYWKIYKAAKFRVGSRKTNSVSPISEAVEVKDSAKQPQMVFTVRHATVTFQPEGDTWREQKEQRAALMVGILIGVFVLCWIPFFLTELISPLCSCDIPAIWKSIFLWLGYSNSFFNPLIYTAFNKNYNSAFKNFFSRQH
RTF Ca sens act = increases calcium sensitivity of human cardiac regulated thin filaments; P19429+P45379; IANBD-labeled TnC RTF fluorescence at EC20 calcium; 0% EC20 calcium, 100% full calcium; activation, % at 7.2 µM; 340,000 tested, 0.24% active; AID 493008;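 active means activation above the mean over all tested compounds plus 3 SD, cut at about 30% in these data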;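 further: rise in fluorescence read as greater calcium sensitivity of cardiac thin filaments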
HTR5A ag ctr = activates human HTR5A in OPRM1-OPRD1 agonist counter-screen. AID 504692. activation, % at 9.3 µM. HTR5A agonist assay, luminescence, cell-based. 340,000 tested, 0.61% active; in the data active means activation mostly above about 9.5%, no sharp cut-off; inactive means mostly below about 7.6%;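 further: 0% = cells with vehicle only and 100% = reference agonist; strong numbers were not always called active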
OPRM1-OPRD1 inv = mu-delta opioid heterodimer inverse agonism. cell-based MOR-DOR heterodimer luminescence. inhibition, % at 9.3 µM. 340,000 tested, 0.21% active; in the data active means inhibition above about 22%, passing the limit was not always enough;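 further: 0% = cells with DMSO and 100% = wells without cells with DMSO; values of inactives mirror those of a sister screen read the other way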
V-ATPase pH = yeast V-ATPase proton transport regulation by pHLuorin; S. cerevisiae, pHLuorin cytosolic pH fluorescence; response, % at 10 µM; 350,000 tested, 0.37% active; AID 504577; in the data active means response mostly above about 7.3%, no sharp cut-off; inactive means mostly below about 5.4%; further: actives read high; inactives centre near 0; some compounds called inactive have numbers as strong as hits; reference of the scale not given here
C-LANA FP = KSHV C-LANA DNA binding inhibition; AID 504423; inhibition, % at 9 µM; 340,000 tested, 0.078% active; MBP-C-LANA/FAM-LBS DNA binding, fluorescence polarization;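 active means highest replicate inhibition at or above 60% at 9 µM, even if other replicates fall short; inactive means all replicates below 60% inhibition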;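 further: 0% = neutral control wells and 100% = 4 µM acridine orange control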
An asterisk follows results filed as active; nt = not tested or not shown.

SMILES	RTF Ca sens inh	CAL PDZ FP	Keap1-Nrf2 PPI	MOR-DOR ag	HTR5A inv ctr	RTF Ca sens act	HTR5A ag ctr	OPRM1-OPRD1 inv	V-ATPase pH	C-LANA FP
O=C(C1=C[C@@H](c2ccc(Br)cc2)C[C@@H](OCc2ccc(CO)cc2)O1)N1CCN(Cc2ccccc2)CC1	2	1	-4	2.7	-10	1	-3	-14	3	1.0
C=CCn1c(=O)n(C)c2c(=O)n(C)c(=O)n(C)c21	2	nt	1	-0.1	-10	-2	3	0	-2	0.9
Cc1cccc(C(=O)NC(=S)N2CCN(C)CC2)c1	2	1	-5	-2.7	11	-4	4	15	-1	-2.4
O=S(=O)(NC1c2cccc3cccc(c23)C1Sc1ncccn1)c1ccccc1 (stereo not drawn)	-32	-8	-1	-1.8	-11	-7	4	9	6	3.6
COC(=O)c1c(C(=O)OC)c(-c2ccc(C)cc2)n2c1CCC2	-6	nt	-5	-0.9	-3	5	2	5	0	0.1
CCc1cc2c(=O)c(Oc3ccccc3F)c(C)oc2c(CN(C)C)c1O	12	-2	2	-3.7	-11	-4	-3	18	-24	0.3
CC(C)C(=O)Nc1ccc(Cc2ccc(NC(=O)C(C)C)c(O)c2)cc1O	-8	0	1	-1.5	-10	3	4	8	1	-1.7
C=CCn1c(SCC(=O)N2CCCC2=O)nc2sc(CC)cc2c1=O	3	nt	3	-3.5	-25	-2	7	18	-2	-1.0
CC1(C)COC(c2cc3c(cc2Br)OCO3)OC1	1	0	-1	7.0	0	-6	0	-35	-3	0.4
CCC(CC)=NNc1ccc(S(N)(=O)=O)cc1[N+](=O)[O-]	-3	-1	4	-2.9	-4	3	1	14	0	1.2
CCc1nc2sc(C)c(C)c2c(=O)n1CCO	-8	-3	0	-1.3	-1	0	0	7	5	-1.5
CC1(C)CC2CC(C)(CN2C(=O)COC(=O)CNC(=O)c2ccc(Cl)c(Cl)c2)C1 (stereo not drawn)	-1	0	-2	5.2	-17	-1	1	-32	6	2.3
O=C(Nc1nnc(C2CC2)o1)c1ccc(S(=O)(=O)N2CCCc3ccccc32)cc1	-10	nt	1	-2.2	0	-1	0	12	-4	-0.7
CCCc1cc(=O)oc2cc(C)cc(OCC(=O)NCCCN3CCCC3=O)c12	4	nt	-2	-4.5	0	2	1	23	0	-0.7
CC(c1ccccc1)n1c(CO)nc2ccccc21 (stereo not drawn)	-6	-2	-7	-4.4	-16	-3	4	20	3	0.1
CC(=O)c1ccc(NC(=O)CSc2nnc(-c3ccncc3)o2)cc1	-5	-7	-1	-5.3	24	-2	-1	26	-7	2.3
CC(C)(C)c1cc(OC(=O)c2ccccc2F)ccc1O	-8	-1	2	13	9	1	1	-64	2	1.0
NC(=O)CN1C(=O)C(=O)N(Cc2ccc(F)cc2)C1=O	-5	-3	-4	-4.4	7	-3	-2	20	1	1.6
CC(=O)c1cccc(NC(=O)C(C)OC(=O)Cc2n[nH]c(=O)c3ccccc23)c1 (stereo not drawn)	-7	-3	0	-1.8	-7	-4	1	10	-4	1.5
CCCCNC(=O)NNC(=O)c1ccco1	0	-2	-5	-1.2	-31	3	-4	7	1	0.4
c1ccc(Oc2cnc3ccccc3n2)cc1	3	nt	-2	-0.9	-1	-1	7	5	-2	1.1
CCOC(=O)c1c(CN2CCCCC2)n(C)c2ccc(OC)c(S(=O)(=O)c3ccccc3)c12	-7	-2	-4	-1.9	8	-5	0	8	1	-1.0
N#C/C(=C/c1ccc(N2CCOCC2)o1)C(=O)NC1CCCCC1	-66	1	-120	-1.9	-9	50*	3	9	2	-31
CCC(C)NC(=O)c1ccc(N2CCC3(CC2)OCCO3)c([N+](=O)[O-])c1 (stereo not drawn)	7	-3	1	-1.7	7	-6	0	11	-2	0.7
Cc1[nH]c(-c2ccc3c(c2)OCO3)nc1C(=O)O	-4	-4	2	-1.7	-11	1	4	10	-1	-0.4
Next section:
SMILES	RTF Ca sens inh	CAL PDZ FP	Keap1-Nrf2 PPI	MOR-DOR ag	HTR5A inv ctr	RTF Ca sens act	HTR5A ag ctr	OPRM1-OPRD1 inv	V-ATPase pH	C-LANA FP
O=C(CSc1ccc2nnc(-c3ccccc3)n2n1)NCc1ccco1	-17	-1	-5	-3.3	8	-8	-3	18	-1	-0.7
CCCCOC(=O)N1CCOCCOCCOCC1	-1	-3	-5	-1.5	-1	0	-1	8	-3	-0.6
COc1ccc(CCNC(=O)CSc2nnc(CNC(=O)c3cc(OC)c(OC)c(OC)c3)o2)cc1OC	-1	-6	-3	-2.8	9	-7	4	14	0	0.4
COc1ccc(S(=O)(=O)N2CC(C(=O)O)Oc3ccccc32)cc1 (stereo not drawn)	-11	5	1	-2.1	2	1	-1	9	3	5.5
CCOC(=O)C(C)Sc1nnc(NC(=O)c2ccc3c(c2)OCO3)s1 (stereo not drawn)	-1	5	4	-1.9	-37	2	-3	9	-5	-0.8
Cn1c(=O)[nH]c(=O)c2[nH]c(NCCCN3CCOCC3)nc21	-12	-2	0	-0.9	-14	-5	-1	5	3	2.0
COc1ccc(C(=O)N2CCN(CC(=O)N3CCOCC3)CC2)cc1	2	6	-7	-1.6	-1	2	2	9	0	-1.9
O=C(COc1cccnc1[N+](=O)[O-])NCCc1ccc(F)cc1	-4	-5	-2	-1.2	10	6	-4	6	-3	3.3
c1ccc(-c2csc3ncnc(NCC4COc5ccccc5O4)c23)cc1 (stereo not drawn)	-8	-7	-3	6.8	-8	1	7	-36	0	-1.9
Cc1csc(NC(=O)CSc2nsc(SCC(=O)Nc3nc(C)cs3)c2C#N)n1	-7	nt	3	0.6	-23	7	4	-4	-1	3.0
Cc1sc2nc(SCC(=O)NCCO)n(C)c(=O)c2c1C	-6	nt	-9	-0.1	-5	-2	2	1	4	-0.8
CCOC(=O)C1(O)CC(C)=NN1C(=O)c1cccc(Cl)c1 (stereo not drawn)	-8	-4	-7	-2.5	1	4	0	13	-1	0.9
COc1ccc(NS(=O)(=O)c2cccc(C(=O)NNC(=O)COc3ccccc3)c2)cc1	-12	-3	-7	2.0	11	0	-4	-13	-1	-0.8
CC(=O)Nc1cccc(NC(=O)CSc2nc(C)c(C)c(C)c2C#N)c1	-10	nt	-1	-0.5	18	3	-8	2	-1	0.1
O=C(O)C(C=C(Cl)Cl)N1CCOCC1 (stereo not drawn)	2	nt	-1	-0.5	-4	-8	1	3	-1	-1.0
CSCCC(Nc1nc2ccccc2s1)C(=O)O (stereo not drawn)	9	-2	4	-2.4	-15	5	6	14	2	-0.3
Nc1c(N=O)c(=O)[nH]c(=O)n1-c1ccccc1	-7	-2	-5	-1.3	2	-4	-1	6	-1	1.1
O=C(CSc1nnnn1-c1cccc2c1CCCC2)N1CCOCC1	14	-5	2	-0.4	-9	2	4	2	3	-5.2
O=C(NNC(=O)C1CCCO1)c1ccc(F)cc1 (stereo not drawn)	-15	1	-6	-0.1	17	-3	1	1	3	-1.4
Cc1nn(Cc2ccccc2)c(C)c1CCC(=O)O	-3	2	-1	-3.0	7	5	-3	16	0	-0.3
COc1cccc(NC(=O)COC(=O)Cc2ccc(Br)cc2)c1	5	6	-1	-1.5	-11	3	3	8	-2	1.2
Cc1oc(S(=O)(=O)N2CCOCC2)cc1C(=O)Nc1ccc(F)cc1	3	-9	-2	-0.8	-5	6	5	4	0	0.4
O=C(N/N=C/c1ccccc1O)C1(O)c2ccccc2-c2ccccc21	-13	-2	-3	-1.9	-14	-4	2	12	4	-0.5
CC(=O)OCC1OC(OCc2cn(C[C@H]3CC[C@@H]([C@@H]4CC[C@H](Cn5cc(COC6OC(COC(C)=O)C(OC(C)=O)C(OC(C)=O)C6OC(C)=O)nn5)O4)O3)nn2)C(OC(C)=O)C(OC(C)=O)C1OC(C)=O (stereo partly drawn)	-3	8	-8	-2.1	-20	8	4	11	-14	0.0
CS(=O)(=O)Nc1ccc(C2=NN(C(=O)CCCC(=O)O)C(c3cccs3)C2)cc1 (stereo not drawn)	-10	-12	-2	-4.2	-7	17	2	19	-1	0.9
(cont.)
SMILES	RTF Ca sens inh	CAL PDZ FP	Keap1-Nrf2 PPI	MOR-DOR ag	HTR5A inv ctr	RTF Ca sens act	HTR5A ag ctr	OPRM1-OPRD1 inv	V-ATPase pH	C-LANA FP
COc1ccc(CCNc2ccc(C(CC(N)=O)NC(=O)Cc3cccc4ccccc34)cc2[N+](=O)[O-])cc1 (stereo not drawn)	-18	-2	-1	-4.2	-9	-12	-2	24	-1	0.5
Cc1ccc(S(=O)(=O)N2CCC(C(=O)Nc3ccccc3N3CCCC3)CC2)cc1	-17	-1	-4	-0.8	-5	-2	2	5	-4	-1.2
Cc1ccc(-n2c(C)cc(C(=O)COC(=O)C3=NNC(=O)CC3)c2C)cc1	3	-1	1	0.4	-17	-5	2	-2	-1	1.1
COc1ccccc1NS(=O)(=O)c1cccc(C(=O)NCC(c2ccco2)N2CCCC2)c1 (stereo not drawn)	-2	-3	0	4.0	2	-5	-1	-17	-5	0.6
COc1ccc(C2CC(c3ccc4ccccc4c3)=NN2C(=O)CNC2CCCCC2)cc1 (stereo not drawn)	-14	nt	-3	10	15	0	11	-51	2	1.3
CCOC(=O)N1CCC(NC(=O)Cn2cc3c(n2)CCC(C)C3)CC1 (stereo not drawn)	-7	-4	1	-0.3	11	-4	-8	2	0	-1.4
Nc1c(C2=NCCO2)nnn1Cc1ccccc1	-4	nt	0	-2.2	0	-8	1	11	0	0.5
Cc1ccc(-c2nc(COC(=O)C3=NN(c4ccccc4)C(=O)CC3)cs2)cc1	-3	nt	-3	-2.6	6	1	-2	14	10	-1.5
Nc1nc(NC(=O)c2cccnc2)nn1-c1ccccc1	7	-2	-9	-2.4	-27	1	-1	14	-4	0.4
Cn1c2ccc(F)cc2c2ncn(Cc3ccco3)c(=O)c21	-16	2	-6	-1.6	2	0	-4	9	-3	0.7
CCN(CC)S(=O)(=O)c1cccc(N=Nc2sc(N)nc2C)c1	-4	-2	-4	-3.2	-8	2	2	18	4	0.2
CCC(C)N1CCN(C(=O)c2cc(OC)cc(OC)c2)CC1 (stereo not drawn)	3	4	5	-2.8	-13	-5	5	14	1	1.6
Cc1ccc2cc(C)c(Sc3nnnn3-c3ccccc3)nc2c1	7	-13	-7	-1.5	11	0	2	8	-2	-0.7
Cc1cccc2cc(CN(CCN3CCCC3)C(=O)NC3CCCCC3)c(=O)[nH]c12	6	-5	-5	-1.2	-8	-3	-1	7	-2	-1.5
CC(=O)N1CCN=C1SCc1cccc(F)c1	-15	-1	-1	-4.0	8	0	-2	21	3	0.4
Cc1noc(C)c1CSc1nnc(-c2ccccc2)n1N	-16	6	-1	-1.8	1	10	0	10	4	-1.1
O=C(N/N=C/c1cccc(O)c1)c1ccc2c(c1)OCCO2	-1	-5	0	-3.2	36	-2	-3	17	-3	0.3
CC(C)COc1ccc(C(=O)N(Cc2ccco2)C2CCS(=O)(=O)C2)cc1 (stereo not drawn)	-6	0	-5	-1.6	-24	2	9	9	-5	-0.6

The order is random; 2.8% or so of the library scored in one or more.
